Screens: PubChem BioAssay, National Center for Advancing Translational Sciences (NCATS)
Menin MLL FP TR: menin-MLL binding inhibition, Texas Red mutant peptide; O00255; Menin + Texas Red MLL mutant peptide, fluorescence polarization; 270,000 tested, 0.23% active; AID 1768; Potency, µM (doses to about 61.6 µM), for inactives: at the highest dose FP activity change, negative = inhibition, hits mostly inhibitors; active means well fitted inhibition curve with a large enough effect in the polarisation, with a control signal flat, not every such curve was filed as active; inconclusive means small, poorly fitted or top-dose-only effect, or effect the other way, or a change in a side signal; inactive means no such curve, though single readings can be large or run the other way; the % refers to the polarisation; further: potency means the concentration at half of the fitted maximal effect; % of control where 0% means no effect; many of its hits are not listed in these tables
Target sequence (O00255 whole entry, looked up): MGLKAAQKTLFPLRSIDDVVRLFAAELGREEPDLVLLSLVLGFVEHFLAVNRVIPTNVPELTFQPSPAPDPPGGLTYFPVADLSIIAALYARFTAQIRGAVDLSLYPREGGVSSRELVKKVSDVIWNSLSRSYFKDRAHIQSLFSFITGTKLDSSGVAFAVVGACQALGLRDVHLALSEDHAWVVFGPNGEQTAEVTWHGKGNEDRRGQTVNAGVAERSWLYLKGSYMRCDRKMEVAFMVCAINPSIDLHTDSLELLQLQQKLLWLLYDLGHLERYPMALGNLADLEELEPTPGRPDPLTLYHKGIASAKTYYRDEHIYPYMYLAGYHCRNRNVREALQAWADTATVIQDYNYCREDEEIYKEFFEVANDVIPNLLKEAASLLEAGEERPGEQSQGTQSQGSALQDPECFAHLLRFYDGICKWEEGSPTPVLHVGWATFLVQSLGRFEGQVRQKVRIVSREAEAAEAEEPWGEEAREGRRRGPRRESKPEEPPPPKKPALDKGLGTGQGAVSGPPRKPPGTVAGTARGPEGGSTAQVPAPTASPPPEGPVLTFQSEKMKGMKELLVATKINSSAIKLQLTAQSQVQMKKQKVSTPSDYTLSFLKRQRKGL
TSHR antagonist: antagonists of human thyroid stimulating hormone receptor; P16473; TSHR-expressing cells, TSH-stimulated cAMP HTRF, 2 h; active compounds read low; activity change, negative = inhibition, % at 11.5 µM; 330,000 tested, 0.2% active;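 active means activity change below a set negative limit, meaning inhibition stronger than a set level, cut at about -70% in these data; inconclusive means activity change between two set negative limits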; further: on the % scale 0 is the no-effect control and ±100 the full control effect
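Inhibition of cAMP made by TSHR-expressing cells under TSH stimulation (4nM final, EC80; 2 h, 37 deg C) is quantified with a one-step lysis HTRF kit, anti-cAMP cryptate versus cAMP-d2.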
MBNL1 CUG block: blocks human MBNL1 binding to CUG repeat RNA. 280,000 tested, 0.036% active. Potency, µM (series often up to 57.5 µM), for inactives: top-dose activity change, negative = inhibition, actives largely listed as inhibitors. TR-FRET MBNL1-His/biotin-(CUG)12 binding, 665/545 ratio; active means well fitted inhibition curve with a large enough effect in the signal ratio, with a control signal flat, not every such curve was filed as active; inconclusive means small, poorly fitted or top-dose-only effect, or effect the other way, or a change in a side signal; inactive means no such curve, though single readings can be large or run the other way; the % refers to the signal ratio; further: potency means the concentration at half of the fitted maximal effect; on the % scale 0 is the no-effect control and ±100 the full control effect
Target sequence (Q9NR56 whole entry, looked up): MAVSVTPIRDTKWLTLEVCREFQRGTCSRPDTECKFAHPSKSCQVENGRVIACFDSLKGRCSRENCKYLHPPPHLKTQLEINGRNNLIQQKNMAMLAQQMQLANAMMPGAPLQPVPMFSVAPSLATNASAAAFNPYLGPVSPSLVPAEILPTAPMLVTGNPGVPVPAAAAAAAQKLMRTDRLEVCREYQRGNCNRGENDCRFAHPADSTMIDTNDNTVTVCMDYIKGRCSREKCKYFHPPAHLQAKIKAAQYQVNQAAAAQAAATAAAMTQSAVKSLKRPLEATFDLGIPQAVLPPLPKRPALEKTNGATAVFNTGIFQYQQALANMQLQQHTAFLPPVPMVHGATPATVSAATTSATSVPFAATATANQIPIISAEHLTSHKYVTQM
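TR-FRET between His-tagged MBNL1 and biotin-(CUG)12 RNA, detected with Tb anti-His antibody (0.055 ng/ul) and streptavidin-XL665 (5 nM), 60 min at room temperature. Compounds titrated 92 nM to 58 uM; 665/545 nm ratio normalized to buffer and complex controls.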
GALK inh: galactokinase (human) inhibition | AID 1868 | Purified GALK, Kinase-Glo residual ATP luminescence | Potency, µM (highest dose often 57.5 µM), for the others: top-dose activity change, negative = inhibition, usual class: inhibitors | P51570 | 270,000 tested, 0.007% active; further: potency means the concentration at half of the fitted maximal effect; on the % scale 0 is the no-effect control and ±100 the full control effect
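Kinase-Glo Plus luminescence measured ATP left after a 1 h room-temperature reaction. The reaction used 5 nM GALK, 100 uM galactose and 35 uM ATP at pH 8.0 (20 mM HEPES, 5 mM MgCl2, 60 mM NaCl, 1 mM DTT, 0.01% BSA).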
KCNH2 WT inh: KCNH2 (human, wildtype) channel inhibition | AID 720551 | activity change, % at 1.84 µM | 340,000 tested, 0.37% active | U2OS, BacMam KCNH2, thallium flux FluxOr; active compounds read low;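 active means maximum activity change below -70%; inconclusive means maximum activity change between -70% and -50%; inactive means maximum activity change above -50%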; further: on the % scale 0 is the no-effect control and ±100 the full control effect
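U2OS cells transduced with wild-type KCNH2 virus are loaded with FluxOr dye for 45 min, and thallium flux is measured in kinetic reads before and after stimulation buffer. Rate constants are normalized to DMSO controls.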
BCR signal inh: inhibitors of chronic active B-cell receptor signaling; 340,000 tested, 0.05% active; ABC-DLBCL IkBa-CBG/CBR reporter, luminescence ratio, 4 h; Potency, µM (highest dose often 46.1 µM), for the others: top-dose ratio change, negative = lower green/red ratio, hits mostly inhibitors; active means well fitted inhibition curve with a large enough effect in the signal ratio, with a control signal flat, not every such curve was filed as active; inconclusive means small, poorly fitted or top-dose-only effect, or effect the other way, or a change in a side signal; the % refers to the signal ratio;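 further: potency means the concentration at half of the fitted maximal effect; plate controls were basal doxycycline-induced cells for no effect and cells given 10 µM MG132 for full effect; MG132 reads +100%, hits lower the ratio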
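TMD8 human ABC-DLBCL cells with doxycycline-inducible IκBα–green luciferase fusion and unfused red luciferase, in 0.5% FBS medium; compounds up to 46 uM, 4 h at 37C. Green/red luminescence ratio, filter-overlap corrected, fitted to concentration-response curves.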
Mito fusion yeast: inhibitors of mitochondrial division or activators of mitochondrial fusion; Potency, µM (doses to about 46.1 µM), without a hit: top-dose growth rescue (activation), actives largely listed as activators; 320,000 tested, 0.23% active; AID 485298; S. cerevisiae fusion-defective mutant growth rescue, CellTiterGlo 48 h;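 further: potency means the concentration at half of the fitted maximal effect; % of control where 0% means no effect; nearly all actives have a fitted effect of over 45% in size; temperature-sensitive fusion mutants such as fzo1-1 at 37 °C on non-fermentable ethanol glycerol medium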
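Read-out: ATP-based luminescence (CellTiterGlo, 10 min ambient) reporting growth of fusion-defective ts yeast after 48 hours at 37C on glycerol/ethanol YPEG medium in the presence of compound.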
PKM2 act: activators of human pyruvate kinase M2; P14618; purified PKM2, Kinase-Glo ATP luminescence, activation; response scale: 0% is enzyme alone, no compound; Potency, µM (highest dose often 57.5 µM), without a hit: at the highest dose activation, most hits filed as activators; 260,000 tested, 0.34% active; AID 1631; further: potency means the concentration at half of the fitted maximal effect; on the % scale 0 is the no-effect control and ±100 the full control effect; nearly all actives have a fitted effect of over 55% in size
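hPK-M2, >95% pure; 0.1 mM ADP / 0.5 mM PEP final; imidazole pH7.2 buffer w/ 7 mM MgCl2, 50 mM KCl; 1 h RT; Kinase-Glo lum. Intermediate enzyme activity for dual inhibitor/activator qHTS.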
USP2a block: USP2a (human) protease inhibition; O75604; USP2 core, Ub-CHOP2 coupled fluorogenic reporter, 485/531; Potency, µM (doses to about 38.3 µM), for inactives: at the top dose activity change, negative = inhibition, hits mostly inhibitors; 330,000 tested, 0.01% active; AID 463254;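 further: potency means the concentration at half of the fitted maximal effect; plate controls were DMSO wells for no effect and full inhibition by NEM control for full effect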
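USP2 core (10nM final) preincubated 30min RT with compound in 20mM Tris-HCl pH 8.0, 2mM CaCl2, 2mM beta-mercaptoethanol, 0.05% CHAPS; 25nM Ub-CHOP2 plus 25nM reporter substrate added, fluorescence (Ex485/Em531) read after 60min.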
ASM inhibitor: blocks human secretory acid sphingomyelinase; Potency, µM (highest dose often 57.5 µM), for inactives: top-dose activity change, negative = inhibition, usual class: inhibitors; AID 504937; 340,000 tested, 0.006% active; P17405; placental ASM, HMU-PC fluorogenic substrate, 60 min; further: potency means the concentration at half of the fitted maximal effect
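Steps: dispense placental human ASM, pin compound, wait 10 min at room temperature, add HMU-PC0 substrate at 9 uM final, incubate 60 min at 37 °C, add stop solution raising pH to 10, read fluorescence.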
Eya2 phos inh: blocks the phosphatase activity of human Eya2 | O00167 | recombinant Eya2, OMFP fluorescence dephosphorylation (OMFP is methylfluorescein phosphate) | Potency, µM (doses to about 76.9 µM), without a hit: at the highest dose activity, negative = inhibition, hits mostly inhibitors | 330,000 tested, 0.006% active; further: potency means the concentration at half of the fitted maximal effect; on the % scale 0 is the no-effect control and ±100 the full control effect
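Eya2 (0.2 uM) preincubated 10 min at ambient with compound, then OMFP substrate added at 50 uM; 10 min reaction in 50 mM HEPES pH 7.5, 50 mM NaCl, 5 uM MgCl2, 0.05% BSA, 1 mM DTT. Fluorescence read at Ex 485/Em 525 nm.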
* marks the source's active call; other numbers are inactive results; u = inconclusive; x = no result given; [ ] = another dose, or the depositor's remark. Unless noted, the call rests on the fitted dose curve; in most records, active means well fitted curve in the direction sought with a large enough effect; inconclusive means small, poorly fitted or top-dose-only effect, or another doubt; inactive means no such curve, though single readings can be large; an effect the other way counts as inactive or inconclusive. A portion of the library (hit frequency here may not be typical).

SMILES	Menin MLL FP TR	TSHR antagonist	MBNL1 CUG block	GALK inh	KCNH2 WT inh	BCR signal inh	Mito fusion yeast	PKM2 act	USP2a block	ASM inhibitor	Eya2 phos inh
Cc1c(Cl)cccc1Nc1nc(N)nc(CSCCO)n1	-2%	11	-5%	0%	-7	-14%	0%	0%	2%	1%	0%
COc1ccc(OCC(O)CN2CCC(CN3C(=O)c4cccc5cccc(c45)C3=O)CC2)cc1 (stereo not drawn)	-2%	7	-4%	4%	4	-3%	1%	0%	-1%	-4%	0%
Cn1nc([N+](=O)[O-])nc1N1CCN(c2ccc(F)cc2)CC1	-1%	-2	28%	-3%	-4	9%	-2%	0%	4%	-1%	1%
CCCC(=O)Nc1nnc(SCC(=O)Nc2ccc3c(c2)OCO3)s1	1%	15	u	x	2	1%	-1%	-20%	4%	0%	5%
CCn1c(COc2ccccc2Cl)nnc1SCC(=O)Nc1ncccc1C	-12%	4	-5%	1%	7	2%	-1%	0%	3%	2%	6%
Cc1ccc(NCc2n[nH]c(=S)n2Cc2ccccc2)cc1Cl	u	4	6%	-2%	-5	3%	u	-1%	0%	-7%	2%
COC(=O)CSc1nnc2n(C3CCCCC3)c(=O)c3c4c(sc3n12)CCCC4	u	-12	-3%	5%	-7	-2%	8%	1%	0%	-9%	-7%
CC(NCC(=O)Nc1cc(S(=O)(=O)N2CCOCC2)ccc1N1CCOCC1)c1ccco1 (stereo not drawn)	x	7	x	x	-3	-4%	-11%	x	0%	4%	-4%
C=CCNC(=S)NNc1nc2c(c(=O)[nH]1)C1(CCCC1)Cc1ccccc1-2	19%	-8	-22%	2%	-3	25%	-4%	-1%	3%	0%	-19%
O=C(Nc1ccc(C(=O)NN2C(=O)c3ccccc3C2=O)cc1)c1ccccc1	u	-23	-4%	1%	14	-2%	1%	-4%	1%	-6%	-3%
CCCCNC(=O)Cn1c(=O)c2c(ncn2CCC(C)C)n(Cc2ccccc2)c1=O	-13%	13	1%	0%	0	4%	2%	-1%	-2%	-2%	6%
O=C(NC1CCCC1)C(c1ccncc1)N(Cc1ccccc1)C(=O)c1ccc(-c2ccccc2)[nH]1 (stereo not drawn)	-6%	7	x	0%	-2	u	13%	2%	-11%	-11%	-6%
N#Cc1ccc(-c2ccc(OCC(O)CN3CCCCC3)cc2)cc1 (stereo not drawn)	-23%	-4	-4%	0%	55	u	-12%	x	5%	-2%	-6%
Cc1cccc(-c2nnc(-c3ccccc3)o2)c1	-2%	-10	4%	6%	1	-1%	0%	-10%	5%	-3%	11%
CCCC(=O)N(Cc1cc(=O)[nH]c2ccccc12)c1cccc(C)c1	u	5	23%	x	-11	-3%	11%	x	2%	4%	11%
CN(C)c1cccc(C(=O)Nc2ccc(S(=O)(=O)Nc3nccs3)cc2)c1	x	-12	x	x	5	1%	x	x	0%	2%	8%
CC(C)C(Nc1ccc(C(F)(F)F)cc1[N+](=O)[O-])C(=O)O (stereo not drawn)	10%	-1	19%	-1%	1	2%	-2%	-2%	3%	-1%	1%
CCCOC(=O)C1=C(C)OC23OC(N)=C(C#N)C12C(=O)c1ccccc13 (stereo not drawn)	-2%	24	2%	-2%	3	25%	6%	-10%	-3%	-1%	-8%
COC(=O)c1c(C)oc(C)c1S(=O)(=O)NCc1ccco1	x	-9	x	2%	0	-5%	-5%	-2%	0%	3%	-16%
O=C1N2CCSC2=NC1(NS(=O)(=O)c1ccccc1)C(F)(F)F (stereo not drawn)	5%	11	5%	-2%	1	0%	-1%	-5%	0%	4%	13%
CCOc1ccc(Nc2nc(NCCN3CCOCC3)nc(OC)n2)cc1	12%	3	-4%	-2%	-2	-3%	0%	-6%	2%	3%	5%
COc1cc(O)oc1C=Nc1ccc(Cl)cc1	6%	3	6%	-1%	-2	-10%	1%	-4%	-1%	11%	13%
Cc1cc(OCC(=O)NNC(=S)NC(=O)c2cccs2)ccc1Cl	x	4	-5%	-10%	14	u	11%	x	-1%	-1%	8%
Cc1ccc(NC(=O)CSc2nnc(-c3cccnc3)o2)c(C)c1	x	10	x	x	8	u	-2%	x	0%	x	-3%
CCOC(=O)Cn1nc(C(F)F)c(Br)c1C	14%	-3	-4%	-1%	3	-21%	-4%	-1%	2%	4%	-12%
O=C(/C=C/c1ccccc1)N1CCOCC1	0%	-4	-1%	1%	-11	u	9%	x	3%	2%	3%
COc1cccc(CN2CCN(CCCc3ccccc3)C(CCO)C2)c1O (stereo not drawn)	-13%	6	1%	3%	57	-1%	-29%	-2%	1%	3%	3%
COc1cc(/C=N/n2nnnc2N)ccc1OCc1c(C)no[n+]1[O-]	-6%	3	x	1%	4	u	-2%	11%	1%	-4%	3%
CCN(CC)S(=O)(=O)c1cc(F)ccc1OC	-7%	-2	-9%	0%	-1	u	-2%	-1%	0%	-1%	7%
COc1cc(NC(=O)c2cccc(Cl)c2)c(OC)cc1NC(=O)CN1CCCCC1	8%	40	-2%	-1%	-1	-15%	3%	-9%	2%	-1%	-4%
O=C(c1cnn2c(C(F)F)cc(-c3ccccc3)nc12)N1CCOCC1	2%	-8	u	-4%	-7	5%	-7%	-2%	2%	21%	6%
O=c1nc(-c2ccccc2)c2ccccc2[nH]1	-1%	17	u	3%	0	-9%	2%	-1%	-8%	68%[activator]	7%
CCOC(=O)N1CCC(Nc2c(NCCCN3CCN(C4CCCCC4)CC3)c(=O)c2=O)CC1	2%	1	-7%	8%	x	-1%	3%	-4%	4%	8%	6%
CSc1ccc(/C=N/n2c(COc3ccccc3)n[nH]c2=S)cc1	89%[activator]	5	-1%	2%	-8	1%	-13%	x	-10%	-9%	u
COc1ccc(/C=N/NC(=O)c2cccnc2)cc1CN1CCCc2ccccc21	u	u	16%	2%	-4	u	-8%	-7%	2%	-12%	17%
COc1ccc(-c2cc(N3C(=O)Nc4ccccc4N3O)n[nH]2)cc1	0%	13	-2%	0%	-11	u	4%	1%	4%	6%	11%
Cc1ccc(NC(=O)CSc2nc3ccccc3c3nc4ccccc4n23)cc1	-11%	2	3%	0%	-11	1%	-3%	-3%	-1%	-2%	-1%
COc1cc(CCC(=O)NCc2ccc(F)cc2)cc(OC)c1OC	-8%	-9	-3%	0%	-1	2%	6%	x	5%	4%	11%
COC(=O)c1sccc1NC(=O)Nc1ccc(OC)cc1	17%	-2	-2%	11%	-16	u	-8%	-28%	0%	0%	13%
CC(=O)C1=C(C)NC(=O)CC1c1ccc(F)cc1 (stereo not drawn)	6%	-1	-8%	0%	-2	u	-2%	-1%	1%	0%	-8%
C/C(=N\NC(=O)CC1N=C(Cc2ccccc2)NNC1=O)c1ccc(C)cc1 (stereo not drawn)	-8%	12	4%	2%	-4	-6%	-1%	-3%	1%	-1%	-16%
O=C(COC(=O)Cc1c(F)cccc1Cl)NC(=O)c1ccccc1	x	-7	1%	-4%	-10	u	-1%	-6%	-2%	1%	-1%
Cc1ccccc1Nc1c(-c2ccccc2)nc2ncccn12	x	-3	4%	0%	1	-20%	7%	-8%	2%	-2%	-1%
CC1CN(S(=O)(=O)c2ccc(Cl)c(S(=O)(=O)N3CC(C)OC(C)C3)c2)CC(C)O1 (stereo not drawn)	9%	2	-3%	6%	16	-1%	-3%	4%	-1%	2%	5%
CS(=O)(=O)Nc1ccccc1C(=O)OCC(=O)NCc1cccs1	x	-8	x	x	-1	2%	x	x	1%	5%	6%
Cn1ccnc1SCc1cn2ccccc2n1	-1%	-3	-1%	-1%	-5	0%	-1%	0%	-2%	4%	10%
COc1ccc(OCCSc2nc(N)cc(N)n2)cc1	-1%	32	11%	1%	6	u	16%	3%	1%	-2%	21%
